Dynein transport: inhibitors of GR-EGFP nuclear translocation, primary screen, dynein cargo transport inhibitor project, imaging, high-content, 3617.4 mouse cells. z-score, hits read low. test concentration mostly 20 µM; stimulated with dexamethasone, 1 µM; active compounds read low. 220,000 compounds, 0.47% hits;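 active = plate z-score of nuclear minus cytoplasmic receptor signal below a set negative limit, without overly bright fluorescence or cell loss, cut at about -3.5 in these data, passing the limit was not always enough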;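 also: z-score of nuclear minus cytoplasmic ring GR-EGFP intensity difference per well; some compounds called inactive have numbers as strong as hits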
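Medium: Induction medium lacking tetracycline, stripped serum | Probe or stimulus: 1.0 µM final dexamethasone stimulus | Schedule: 48 h induction, then 1 h compound, then 30 min agonist, 37 °C | Signal: Automated 10x imaging of fixed Hoechst-stained cells | Evaluation: Per-cell GR-EGFP intensity, nucleus versus surrounding cytoplasmic ring, well-averaged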
M1AAP inhibition: P. falciparum M1AAP inhibitors, biochemical, fluorogenic H-Leu-NHMec substrate, 1536-well (AID 1445). Aminopeptidase N (Plasmodium falciparum (isolate 3D7)). recombinant M1AAP, H-Leu-NHMec fluorogenic kinetic assay; higher % means a stronger effect. inhibition, % at 30 µM, or IC50 in µM where a hit was titrated. 220,000 compounds, 0.42% hits;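 active = primary inhibition above the hit cutoff, then over 50% inhibition at one or more dose response concentrations, cut at about 23% in these data, passing the limit was not always enough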;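 also: plate controls were DMSO full reaction for no effect and no enzyme background for full effect; strong numbers were not always called active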
HEK293 NOD2/NF-kB: NOD2 signaling inhibitors, cell-based, luminescence, uHTS, HEK293 (AID 1566) | HEK293 NOD2/NF-kB luciferase reporter, luminescence; higher % means a stronger effect | inhibition, % at 4 µM, or EC50 in µM where a hit was titrated | 290,000 compounds, 0.63% hits; also: many of its hits are not listed in these tables
KOR beta-arrestin-1: KOR antagonists, beta-arrestin recruitment, cell-based, luminescence, uHTS (AID 1778); Kappa-type opioid receptor (Homo sapiens); KOR beta-arrestin recruitment, luminescence, antagonist mode; higher % means a stronger effect; inhibition, % at 10 µM, or IC50 in µM where a hit was titrated; 290,000 compounds, 0.091% hits; also: strong numbers were not always called active
GPR55 beta-arrestin: GPR55 agonists via beta-arrestin recruitment, primary screen, imaging, U2OS cells, beta-arrestin-GFP redistribution (AID 1961). activation, % at 10 µM; hits with a dose series show EC50 in µM. 290,000 compounds, 0.048% hits. G-protein coupled receptor 55 (Homo sapiens). U2OS GPR55 beta-arrestin-GFP redistribution imaging; higher % means a stronger effect;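 active = activation above 40% with more than 50 cells counted in the well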;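 also: U2OS osteosarcoma cells stably expressing GPR55 and beta-arrestin-GFP; plate controls were DMSO negative control for no effect and LPI positive control for full effect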
AID2073: inhibitors of Mint1-CaV2.2 protein interaction, biochemical, HTRF (AID 2073) | HTRF protein-protein interaction, Mint1-CaV2.2; higher % means a stronger effect | 290,000 compounds, 0.19% hits | inhibition, % at 20 µM; hits with a dose series show IC50 in µM | Voltage-dependent N-type calcium channel subunit alpha-1B (Homo sapiens); in the data active = inhibition mostly above about 51%, no sharp cut-off; also: some results filed as inactive read as strong as hits
M17LAP inhibition: P. falciparum M17LAP inhibitors, primary screen, biochemical, fluorogenic H-Leu-NHMec substrate, 1536-well (AID 1619); recombinant M17LAP, H-Leu-NHMec fluorogenic kinetic assay; higher % means a stronger effect; inhibition, % at 30 µM, or IC50 in µM where a hit was titrated; 220,000 compounds, 0.38% hits;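 active = compound inhibiting the enzyme by more than half at any dose during confirmatory dose-response retesting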;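 also: plate controls were full reaction with DMSO carrier for no effect and no enzyme background for full effect; strong numbers were not always called active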
NOD1 NF-kB reporter: NOD1 signaling inhibitors, primary screen, cell-based, luminescence, uHTS (AID 1578). NOD1-driven NF-kB luciferase reporter cells, luminescence; higher % means a stronger effect. inhibition, % at 4 µM, or EC50 in µM where a hit was titrated. 290,000 compounds, 1% hits; in the data active = inhibition mostly above about 36%, no sharp cut-off; inactive = mostly below about 34%;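 also: HEK-293T reporter cells stimulated with the NOD1 agonist gamma-tri-DAP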
KOR beta-arrestin-2: KOR agonists, beta-arrestin recruitment, primary screen, cell-based, luminescence, uHTS (AID 1777); Kappa-type opioid receptor (Homo sapiens); KOR beta-arrestin recruitment, luminescence; higher % means a stronger effect; activation, % at 10 µM, or EC50 in µM where a hit was titrated; 280,000 compounds, 0.02% hits; in the data active = activation above about 50%, passing the limit was not always enough; also: a part of the inactive calls stands beside numbers as strong as those of hits
Dynein transport cytoplasmic EGFP: recorded beside Dynein transport, whose call it bears; z-score; measured here: cytoplasmic GR-EGFP intensity; active compounds read high
Dynein transport nuclear GR-EGFP: further read-out of Dynein transport, marked with its call; z-score; measured here: nuclear GR-EGFP intensity;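 lower value marks the stronger effect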
Dynein transport cell count: also measured in Dynein transport; calls as there; z-score; measured here: cell count per field
The depositor's hits bear a star; nt = no result given; [ ] = another dose, or the depositor's remark. Rule as the data show it, unless noted: active = inhibition above about 50%; inactive = the rest. Some of the compounds tested. The share of hits here may be higher or lower than overall.

SMILES	Dynein transport	Dynein transport cytoplasmic EGFP	Dynein transport nuclear GR-EGFP	Dynein transport cell count	M1AAP inhibition	HEK293 NOD2/NF-kB	KOR beta-arrestin-1	GPR55 beta-arrestin	AID2073	M17LAP inhibition	NOD1 NF-kB reporter	KOR beta-arrestin-2
CC(=O)c1cccc(NC(=O)CN2C(=O)NC3(CCCCCCC3)C2=O)c1	-0.338	-0.243	0.0461	0.815	-14.7%	3.7%	22.6%	-0.3%	-1.8%	18.3%	-16.2%	8.0%
O=C(c1ccc(=O)[nH]c1)N1CCN(S(=O)(=O)c2cc(C(F)(F)F)ccc2Cl)CC1	nt	nt	nt	nt	nt	-23.0%	6.7%	-0.1%	7.4%	nt	13.4%	-0.9%
CCc1ccccc1NC(=O)c1cc(-c2ccc3c(c2)OCO3)on1	nt	nt	nt	nt	nt	-22.1%	-69.5%	0.0%	14.1%	nt	-22.0%	2.1%
CC(NC(=O)c1cccc(F)c1)C(c1cccs1)N1CCN(C)CC1 (stereo not drawn)	0.28	-0.244	0.386	-0.701	1.8%	11.3%	-0.6%	-0.3%	0.9%	2.0%	nt	-2.5%
CCOc1ccc(C(=O)Nc2cccc(-c3nc4cccnc4o3)c2)cc1Cl	-0.144	-0.261	0.159	-0.641	9.0%	17.9%	-9.3%	0.3%	7.2%	4.2%	-3.0%	-0.8%
Cc1cccc(-n2nc3c(c2NC(=O)c2c(F)cccc2F)CS(=O)(=O)C3)c1C	nt	nt	nt	nt	nt	9.9%	-16.3%	-0.3%	8.6%	nt	-15.3%	-4.6%
O=C(Cn1cnc2cc([N+](=O)[O-])ccc2c1=O)Nc1ccc(N2CCOCC2)cc1	0.138	1.24	0.38	0.12	4.8%	-1.1%	23.5%	-0.2%	20.9%	3.3%	-7.2%	-2.6%
CC1(C)CC(CC(=O)Nc2ccc([N+](=O)[O-])cc2)C(=O)O1 (stereo not drawn)	1.59	-0.258	0.897	-0.388	-1.7%	9.8%	13.5%	0.2%	-7.1%	12.2%	9.7%	9.1%
O=C(CSc1ccccn1)Nc1ccc2c(c1)oc1ccccc12	0.986	-0.301	0.348	-0.555	-3.9%	-29.9%	-5.7%	0.6%	-4.5%	-5.6%	-40.2%	5.1%
Cc1cc(NC(=O)CSc2nnc(NCc3ccccc3)s2)no1	-1.15	-0.766	-0.914	1.06	-4.3%	-22.3%	1.8%	0.0%	-0.9%	18.3%	-9.4%	8.3%
Cc1cccc(NC(=O)/C(C#N)=C/c2ccc(Sc3ccccc3)o2)c1C	0.979	-0.227	0.614	-0.316	5.7%	17.5%	-139.1%	-0.2%	30.1%	5.0%	13.7%	30.2%
O=C(N/N=C/c1ccco1)c1cc([N+](=O)[O-])cc([N+](=O)[O-])c1	0.00418	-0.287	-0.44	0.00166	6.2%	15.8%	6.2%	0.7%	4.8%	10.3%	-2.3%	1.7%
CCOc1ccc(CCN2C(=O)CCC2(C)C(=O)NC(C)CC)cc1OCC (stereo not drawn)	1.29	-0.34	1.07	-0.932	-1.0%	10.5%	11.5%	0.0%	1.0%	5.4%	4.4%	-2.9%
Cc1ccc(CN2C(=O)CCC2C(=O)N2CCN(c3ccccc3)CC2)cc1 (stereo not drawn)	1.16	0.595	1.1	-0.96	4.6%	-5.6%	22.7%	-0.1%	-9.6%	2.6%	-36.4%	-3.6%
COc1ccc(S(=O)(=O)Nc2ccccn2)c(C)c1C	-0.345	-0.209	-0.131	-0.0799	6.2%	6.6%	-34.7%	0.0%	7.2%	-4.7%	-9.0%	1.7%
Cc1ccccc1NC(=O)COC(=O)CCSc1ccccc1	0.672	-0.224	0.426	-0.431	6.8%	13.2%	-31.4%	-0.6%	14.0%	12.3%	11.3%	1.2%
COC(=O)CNc1cc(S(=O)(=O)N2CCCCC2)ccc1Oc1cccc(C)c1	nt	nt	nt	nt	nt	-7.7%	-6.9%	0.1%	-9.7%	nt	11.7%	7.9%
Clc1nccnc1N/N=C/c1ccc(Br)cc1	nt	nt	nt	nt	nt	-73.5%	46.8%[20 µM]	-0.3%	13.0%	nt	-35.3%	-1.2%
Cc1nc2cc(NC(=O)N3CCCC3)ccc2n1C	2.04	-0.0274	1.05	-1.56	-1.1%	15.8%	-4.2%	-0.1%	1.6%	-1.2%	-43.8%	-4.1%
CN(C)N1C(N)=C(C#N)C(c2ccc(Cl)cc2)C2=C1CCCC2=O (stereo not drawn)	nt	nt	nt	nt	nt	8.7%	27.0%	0.0%	-8.7%	nt	3.2%	-3.6%
O=C(Cn1c(N2CCN(C/C=C/c3ccccc3)CC2)nc2ccccc21)c1ccccc1	0.0496	-0.327	0.288	0.466	-0.3%	13.2%	7.3%	-0.3%	20.0%	0.3%	33.1%	-3.2%
O=C1N/C(=C/c2ccco2)C(=O)N1Cc1ccccc1F	1.97	0.125	0.776	-1.78	11.2%	6.2%	16.6%	-0.4%	12.7%	13.4%	-26.7%	13.5%
Cn1ncc2c(=O)n(CC(=O)NC34CC5CC(CC(C5)C3)C4)cnc21	-0.143	-0.145	0.577	0.608	2.4%	3.1%	9.6%	0.0%	-15.1%	-4.7%	-49.1%	-2.7%
Cc1cccc(N(CC(=O)Nc2c(C)n(C)n(-c3ccccc3)c2=O)S(C)(=O)=O)c1C	-0.777	0.131	-0.0713	-0.232	5.6%	4.1%	18.4%	0.0%	12.7%	-4.4%	3.6%	-3.4%
CC(=O)c1ccc(N=C2SCCCN2C(=O)C2CCCCC2)cc1	-0.263	-0.102	-0.0836	-0.0945	3.7%	-2.4%	-3.9%	-0.4%	5.6%	25.1%	-24.2%	-1.6%
O=C(NCc1ccc(N2CCCC2=O)cc1)Nc1ccccc1	0.47	-0.25	0.1	-0.127	12.2%	-0.1%	9.0%	0.1%	6.3%	0.2%	-12.6%	-3.9%
CC1CC(C)CN(C(=O)c2ccccc2Nc2ccc(SC(F)F)cc2)C1 (stereo not drawn)	-0.159	-0.153	-0.233	-0.161	9.9%	-3.6%	-10.2%	-0.1%	-0.2%	12.1%	4.7%	2.8%
CCOC(=O)NNc1ccccc1	-1.24	-0.273	-0.737	1.19	6.9%	-35.0%	1.6%	-0.1%	-0.5%	-3.1%	-14.7%	-1.4%
O=C(COc1ccccc1CNCc1ccccc1)Nc1ccccc1	-0.525	-0.136	-0.324	0.15	10.5%	-13.3%	19.7%	-0.1%	-0.1%	14.3%	-69.5%	-4.7%
COc1ccccc1/C=C/C=N/Nc1cccc(C(=O)O)c1	nt	nt	nt	nt	nt	-217.6%	-31.2%	-0.1%	9.7%	nt	-91.3%	1.4%
Cc1cc(NC(=O)c2cccc(C(=O)Nc3cc(C)on3)n2)no1	0.164	-0.137	0.257	1.88	-1.6%	-2.4%	-18.8%	0.0%	-14.9%	-15.4%	-7.3%	3.0%
Cc1ccc(C2NC(=O)c3c(sc4c3CCN(C)C4)N2)o1 (stereo not drawn)	-0.238	-0.0326	0.152	0.766	8.8%	15.6%	-27.8%	-0.3%	9.2%	-12.5%	1.3%	-2.7%
Cn1c(NC(=O)c2ccc(S(=O)(=O)N3CCCCC3)cc2)cc(=O)n(C)c1=O	-1.02	-0.347	-0.822	1.25	5.8%	7.4%	10.6%	0.4%	-4.1%	12.6%	0.3%	7.0%
O=C1CCC(/C=C/c2ccccc2)=NN1Cc1ccc(F)cc1	-0.573	-0.159	-0.355	0.0106	7.8%	8.4%	-27.0%	-0.1%	-3.1%	0.9%	-26.1%	5.7%
CN(C)c1ccc(P(=O)(Nc2ccccc2)N2CCOCC2)c(NC(=O)c2cccs2)c1 (stereo not drawn)	-0.354	-0.31	-0.503	0.685	6.5%	-4.3%	-37.2%	0.0%	17.3%	-4.8%	-29.5%	0.5%
Cc1nn(CCc2nn[nH]n2)c2nc(-c3ccc(C4CCCCC4)cc3)cc(C(F)(F)F)c12	2.37	0.0361	0.896	-3.65	-4.8%	2.2%	-36.0%	2.1%	32.3%	-2.7%	12.2%	-0.5%
NNC(=O)CN1C(CN2CCOCC2)=Nc2ccc(Br)cc2C1c1ccccc1 (stereo not drawn)	-1.2	-0.308	-0.805	0.771	6.3%	30.4%	-9.2%[20 µM]	-0.1%	-6.4%	27.1%	-6.9%	-1.7%
CN(C)C(=O)c1ccccc1Sc1cc(Cl)ccc1Cl	0.994	-0.229	0.826	-0.349	0.6%	6.7%	-15.3%	-0.3%	0.1%	4.4%	15.7%	2.8%
COCC(=O)Nc1nc(-c2ccc([N+](=O)[O-])cc2)cs1	-0.632	-0.197	-0.317	0.362	9.0%	-11.1%	6.8%	-0.3%	5.0%	1.1%	-41.7%	-3.0%
Cc1cccc(-n2c(O)c(C=Nc3c(C)n(C)n(-c4ccccc4)c3=O)c3ccccc3c2=O)n1	-1.16	0.818	-0.129	0.468	1.1%	17.5%	15.1%	-0.1%	4.7%	-13.5%	13.5%	0.5%
CCc1nc(SCC(=O)N2CCC(C)CC2)c2c(=O)n(C)c(=O)n(C)c2n1	0.124	1.81	0.697	-0.896	-5.7%	19.8%	22.8%	0.0%	7.2%	24.4%	-17.0%	6.4%
O=C(CCCCCNC(=O)c1ccccc1)N/N=C/c1ccco1	-1.06	-0.0667	-0.763	-0.327	6.6%	-4.8%	-12.4%	-0.3%	14.8%	7.2%	-18.1%	4.5%

Structural class, the entries above with a cyano group.
SMILES	Dynein transport	Dynein transport cytoplasmic EGFP	Dynein transport nuclear GR-EGFP	Dynein transport cell count	M1AAP inhibition	HEK293 NOD2/NF-kB	KOR beta-arrestin-1	GPR55 beta-arrestin	AID2073	M17LAP inhibition	NOD1 NF-kB reporter	KOR beta-arrestin-2
Cc1cccc(NC(=O)/C(C#N)=C/c2ccc(Sc3ccccc3)o2)c1C	0.979	-0.227	0.614	-0.316	5.7%	17.5%	-139.1%	-0.2%	30.1%	5.0%	13.7%	30.2%
CN(C)N1C(N)=C(C#N)C(c2ccc(Cl)cc2)C2=C1CCCC2=O (stereo not drawn)	nt	nt	nt	nt	nt	8.7%	27.0%	0.0%	-8.7%	nt	3.2%	-3.6%

High-throughput results (PubChem BioAssay)
